RBX1-CUL1 inh: inhibitors of human ROC1-CUL1 ubiquitin ligase activity; P62877+Q13616; in vitro K48 di-Ub FRET, acceptor:donor ratio, 45 min; inhibition, % at 10 µM; hit rate 0.6% among 140,000; AID 1347404; in the data active = inhibition above about 25%
Target sequence (P62877 whole entry, looked up): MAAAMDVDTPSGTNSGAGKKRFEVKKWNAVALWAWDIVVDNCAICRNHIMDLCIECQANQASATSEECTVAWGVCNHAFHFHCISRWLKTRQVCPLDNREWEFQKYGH
Target sequence (Q13616 whole entry, looked up): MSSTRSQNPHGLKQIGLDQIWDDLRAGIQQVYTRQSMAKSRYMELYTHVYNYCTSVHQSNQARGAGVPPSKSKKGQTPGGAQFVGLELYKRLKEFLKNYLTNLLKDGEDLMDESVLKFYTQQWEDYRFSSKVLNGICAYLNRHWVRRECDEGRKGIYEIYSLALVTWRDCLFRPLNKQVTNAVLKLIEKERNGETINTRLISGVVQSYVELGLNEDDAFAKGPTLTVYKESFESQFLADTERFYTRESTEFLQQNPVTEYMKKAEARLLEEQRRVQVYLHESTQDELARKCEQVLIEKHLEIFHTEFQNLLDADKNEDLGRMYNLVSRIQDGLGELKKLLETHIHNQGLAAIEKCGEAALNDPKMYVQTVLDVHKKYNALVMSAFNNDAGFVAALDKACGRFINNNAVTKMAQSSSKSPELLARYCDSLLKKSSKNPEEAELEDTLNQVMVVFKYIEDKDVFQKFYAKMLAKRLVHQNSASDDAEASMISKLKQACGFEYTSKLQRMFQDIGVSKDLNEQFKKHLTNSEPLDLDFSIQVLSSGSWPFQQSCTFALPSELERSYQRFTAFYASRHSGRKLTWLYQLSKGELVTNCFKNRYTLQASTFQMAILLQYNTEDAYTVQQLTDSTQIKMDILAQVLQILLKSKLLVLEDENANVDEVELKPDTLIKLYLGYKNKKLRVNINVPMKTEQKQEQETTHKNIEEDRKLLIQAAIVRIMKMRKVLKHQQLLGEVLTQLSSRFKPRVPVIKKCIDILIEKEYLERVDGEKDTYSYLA
The depositor's hits bear a star.

Preview (16 entries):
RBX1-CUL1 inh | Molecule
5 | O=C(NC1CCCCC1)c1ccccc1NC(=O)C1CC(=O)N(c2ccc(Cl)cc2)C1 (stereo not given)
-11 | COC(=O)C(NC(=O)C(Cc1ccccc1)N1C(=O)c2ccccc2C1=O)c1c[nH]c2ccccc12 (stereo not given)
4 | C=Cc1ccc(C(=O)N2CCC3(CC2)c2ccccc2[C@@H](NC(=O)CC)[C@@H]3OCc2cccnc2)cc1
-3 | Cc1cc(C)cc(Oc2c(C(F)(F)F)oc3cc(OCC(=O)NC4CCCCC4)ccc3c2=O)c1
3 | CC1Cc2cc(C(=O)N3CCCC3)ccc2N1S(C)(=O)=O (stereo not given)
8 | CCCCN(C)C(=O)CSc1c2c(nc3ccc(Cl)cc13)CCCC2
-8 | CCOc1ccccc1/C=N\NC(=O)c1ccc(Cl)s1
-1 | Cc1cccc(CS(=O)(=O)N2CCN(C)CC2)c1
-2 | CCOc1ccc(OCC)c(NC(=O)c2cc(C)nc3c2c(C)nn3-c2cccc(Cl)c2C)c1
4 | COc1ccccc1C(=O)Nc1ccc2nc(SCC(=O)N(C)c3ccccc3)sc2c1
-3 | COc1cc(CNCC2CCNCC2)cc(Br)c1OC
7 | CN(C)S(=O)(=O)c1ccc(C(=O)Nc2c(C(=O)Nc3ccc(F)cc3)oc3ccccc23)cc1
-6 | CCCc1nc2nc(C)c(Cc3cccc(Cl)c3)c(=O)n2[nH]1
-6 | CC(C)c1ccc(-c2cc(C(F)(F)F)n3nc(C(=O)N4N=C(c5ccc6c(c5)OCCO6)CC4c4ccccc4O)cc3n2)cc1 (stereo not given)
-3 | Cc1cc(S(=O)(=O)C(CNC(=O)COc2ccc(Cl)cc2)c2cccs2)ccc1F (stereo not given)
16 | COCCC(=O)N(CCOC)CC1CCN(Cc2ccccc2F)CC1

Results, repeating the preview:
RBX1-CUL1 inh | Molecule
5 | O=C(NC1CCCCC1)c1ccccc1NC(=O)C1CC(=O)N(c2ccc(Cl)cc2)C1 (stereo not given)
-11 | COC(=O)C(NC(=O)C(Cc1ccccc1)N1C(=O)c2ccccc2C1=O)c1c[nH]c2ccccc12 (stereo not given)
4 | C=Cc1ccc(C(=O)N2CCC3(CC2)c2ccccc2[C@@H](NC(=O)CC)[C@@H]3OCc2cccnc2)cc1
-3 | Cc1cc(C)cc(Oc2c(C(F)(F)F)oc3cc(OCC(=O)NC4CCCCC4)ccc3c2=O)c1
3 | CC1Cc2cc(C(=O)N3CCCC3)ccc2N1S(C)(=O)=O (stereo not given)
8 | CCCCN(C)C(=O)CSc1c2c(nc3ccc(Cl)cc13)CCCC2
-8 | CCOc1ccccc1/C=N\NC(=O)c1ccc(Cl)s1
-1 | Cc1cccc(CS(=O)(=O)N2CCN(C)CC2)c1
-2 | CCOc1ccc(OCC)c(NC(=O)c2cc(C)nc3c2c(C)nn3-c2cccc(Cl)c2C)c1
4 | COc1ccccc1C(=O)Nc1ccc2nc(SCC(=O)N(C)c3ccccc3)sc2c1
-3 | COc1cc(CNCC2CCNCC2)cc(Br)c1OC
7 | CN(C)S(=O)(=O)c1ccc(C(=O)Nc2c(C(=O)Nc3ccc(F)cc3)oc3ccccc23)cc1
-6 | CCCc1nc2nc(C)c(Cc3cccc(Cl)c3)c(=O)n2[nH]1
-6 | CC(C)c1ccc(-c2cc(C(F)(F)F)n3nc(C(=O)N4N=C(c5ccc6c(c5)OCCO6)CC4c4ccccc4O)cc3n2)cc1 (stereo not given)
-3 | Cc1cc(S(=O)(=O)C(CNC(=O)COc2ccc(Cl)cc2)c2cccs2)ccc1F (stereo not given)
16 | COCCC(=O)N(CCOC)CC1CCN(Cc2ccccc2F)CC1
-4 | Cc1ccc(NC(=O)c2ccccc2NS(=O)(=O)Cc2ccccc2Cl)cc1Cl
-5 | COc1ccc(NS(=O)(=O)c2ccc(I)cc2)cc1
10 | N#CC1C(=N)Oc2n[nH]c(-c3ccc([N+](=O)[O-])cc3)c2C1c1ccncc1 (stereo not given)
11 | CNCCCC1Sc2ccccc2C(C)c2ccccc21 (stereo not given)
-4 | Cc1ccc(C)c(/C=C2\SC(=N)NC2=O)c1
9 | Cc1ccccc1CN1CCCC1C(=O)Nc1ccccc1Oc1cccnc1 (stereo not given)
0 | COc1cc(OC)c(NC(=O)CCc2c(C)nc3ncnn3c2C)cc1Cl
-8 | CCc1ccc(-c2cc(C(=O)O)c3cc(C)ccc3n2)s1
-1 | FC(F)(F)c1ccccc1/C=N\Nc1nc(-c2ccccc2)cs1
-4 | CCc1nn(CC(=O)NC(C)CCc2ccccc2)c(=O)c2cc3c(OC)cccc3n12 (stereo not given)
5 | Cc1ccc(CN2CCCC(N3CCN(Cc4ccc5c(c4)OCO5)CC3)C2)o1 (stereo not given)
1 | Cc1sc2ncnc(SC(C)C(=O)NNC(=O)COc3ccc(Br)cc3)c2c1C (stereo not given)
-15 | COc1cc(C2c3c(ccc4nc(C)ccc34)N=C3CCCC(=O)C32)ccc1OCc1ccccc1 (stereo not given)
1 | O=C(O)c1ccc(CNCCc2ccc(F)cc2)cc1
5 | O=[N+]([O-])c1cc(-c2nc(-c3ccccc3)no2)ccc1N1CCCCC1
-8 | COC(=O)C1=NNC2(C)C(=O)N(c3ccc(Cl)cc3)C(=O)C12 (stereo not given)
2 | COc1cc(NC(=O)Cn2c(C)cc(C)c(C#N)c2=O)cc(OC)c1
-2 | COc1cc(-c2cc(=O)n3[nH]ccc3n2)ccn1
2 | O=C(O)c1ccccc1C(=O)OCCN1CCOCC1
-6 | CCc1ccccc1NC(=O)c1cc(Cl)ccc1[N+](=O)[O-]
1 | Cc1ccc(-c2cnnc(NCc3cn[nH]c3-c3ccccc3)n2)o1
-18 | COc1cccc(C2=NN(C(C)=O)C(c3cn(-c4ccccc4)nc3-c3cccs3)C2)c1 (stereo not given)
-4 | O=C(O)CCC(=O)c1cccs1
1 | CCOC(=O)C1C(C)=NC2=C(C(=O)CC(c3ccc(OC)c(OC)c3)C2)C1c1c(F)cccc1Cl (stereo not given)
6 | C=C(C)CSc1nc(N)c2c3c(sc2n1)CCC3
-10 | Cc1ccc(S(=O)(=O)NNC(=O)c2ccccc2I)cc1
8 | O=C(Nc1ccccc1F)c1ccc(Cn2nc(N3CCN(c4ccccc4)CC3)ccc2=O)o1
-2 | CC(C)CNC(=O)c1cn(C(C)C)cc(C(=O)N(C)Cc2cccc3ccccc23)c1=O
3 | O=C(Nc1ccc(-c2cccc(F)c2)cc1)C1CCCN1Cc1cnc[nH]1 (stereo not given)
6 | CC1CCN(Cc2nnnn2CC(=O)N(C)Cc2ccccn2)CC1
2 | CC1C(=O)NC(=O)NC1=NCCO (stereo not given)
-4 | Cc1cc(F)ccc1NC(=O)NC(C)(C(F)(F)F)C(F)(F)F
0 | COC(=O)c1c(C)cc(C)n2c1nc1ccccc12
-3 | COc1cc(/C=C2/C(=O)NN(c3ccc(I)cc3)C2=O)cc(OC)c1O
-12 | COc1ccc2oc(-c3ccc(C)c(NC(=O)c4ccc(-c5ccccc5[N+](=O)[O-])o4)c3)nc2c1
-4 | COc1ccc(OC)c(CCNC(=O)c2cc3c(=O)oc4ccc(C)cc4c3s2)c1
-13 | Cc1cc2c3c(ccc(C)c3n1)N=CN2c1ccccc1
2 | Cc1ccc(CCC(=O)N2CCCC(Cn3cc(CO)nn3)C2)cc1 (stereo not given)
-1 | CCOC(=O)C(NC(=O)c1ccccc1F)(Nc1sc(C)c(CC)c1C#N)C(F)(F)F (stereo not given)
11 | COc1ccc2ccccc2c1C(=O)/C=C\c1ccoc1
3 | CCCN(CCC)CCNC(=O)C1CCN(c2nc3ccc(CC)cc3s2)CC1
-4 | O=C1c2cc(Cl)c(Cl)cc2C(=O)N1c1ccc(F)cc1
3 | Cc1ccc(OC(C)C(=O)NCc2ccccn2)cc1 (stereo not given)
1 | CC1(C)CC(=O)c2cn3nc(-c4cccnc4)nc3nc2C1

Next structures
RBX1-CUL1 inh | Molecule
4 | O=C(CC1(c2cccc(C(F)(F)F)c2)CC(=O)N(C2CC2)C1=O)N1CC2CCC1C2 (stereo not given)
-1 | COc1ccc(NC(=O)c2ccco2)cc1NC(=O)c1cc(OC)c(OC)c(OC)c1
-3 | CCN(CC)C(=O)c1sc2nc3c(cc2c1N)CCC3
1 | COc1ccc(C(=O)Oc2c(I)c(OC(C)C)cc(OC(C)C)c2C(C)=O)cc1
-3 | COCCOC(=O)C1=C(C)N=c2s/c(=C\c3ccccc3)c(=O)n2C1c1ccccc1Cl (stereo not given)
13 | CCc1ccc(C2C(C(=O)Nc3ccccc3)C(C)=Nc3c(C(=O)Nc4ccc(C)cc4)cnn32)cc1 (stereo not given)
-2 | CCCc1[nH]nc2c1C(c1cccs1)C(C#N)C(=N)O2 (stereo not given)
-4 | CCCCCCCCOc1ccc(N=CC=Nc2ccc(OCCCCCCCC)cc2)cc1
1 | O=C(CN1CCN(c2ccccc2)CC1)Nc1ccc(F)c(F)c1
-3 | CCOc1ccc(C(=O)NC(C)C2CCCO2)cc1 (stereo not given)
0 | Cc1cc(-c2ccc(C)c(S(=O)(=O)Nc3cccc(C#N)c3)c2)on1
3 | COc1cc2nc3n(c(=O)c2cc1OC)C(=O)CS3
5 | O=S(=O)(Nc1ccc(S(=O)(=O)Nc2nccs2)cc1)c1ccc2c(c1)Cc1ccccc1-2
-3 | COc1cc(NC(=S)NCc2cccnc2)c(OC)cc1Cl
-1 | O=C(O)c1cnn2c(C(F)(F)F)cc(-c3ccc(Br)cc3)nc12
1 | CCc1ccccc1OCCCCCc1c(C)n[nH]c1C
5 | CCOC(=O)c1sc(NC(=O)c2cc(Cl)ccc2OC)c(C(N)=O)c1C
2 | CCc1ccc(NC(=O)Cn2nnc(C(=O)Nc3ccc(F)cc3)c2N)cc1
-8 | CCCC(=O)Nc1cc(C)cc(C)c1
7 | CC(C)(O)C#Cc1ccc(C(=O)N2CCC3(CC2)c2ccccc2[C@@H](NC(=O)c2ccccc2)[C@@H]3O)o1
-3 | O=C(Nc1cccc(Br)c1)c1cc(S(=O)(=O)N2CCCCC2)c[nH]1
4 | CCS(=O)(=O)N1CCC(C(=O)NC(C)C)CC1
-7 | CCN(CC)S(=O)(=O)c1cccc(C(=O)Nc2ccccc2C(=O)Nc2ccc(Cl)cc2)c1
10 | O=C(Nc1ccccc1)c1sc2nncc(=O)n2c1C(=O)O
-1 | O=C(COc1ccc(Cl)cc1)OC1CCCC1
-5 | COC(=O)CN(C)C(=O)c1coc(COc2cccc(F)c2F)n1
7 | CCn1c(SCC(=O)Nc2ccc(C(C)=O)cc2)nnc1-c1ccc(Cl)cc1
2 | CC(=O)CC1OC(=O)C(Oc2ccccc2)=C1Br (stereo not given)
-6 | COc1cc(OC)c(/C=N\NC(=O)c2cc3ccccc3o2)c(OC)c1
9 | COCCn1c(CN2CCc3[nH]ncc3C2)cnc1S(=O)(=O)CC(C)(C)C
1 | CCc1cccc(C)c1NS(=O)(=O)c1ccccc1
5 | CCOc1cccc(Oc2cccc(N)n2)c1
3 | COc1ccc(C)cc1NC(=O)N(C(C)C)C1CCN(C(C)=O)CC1
-3 | Cc1ccc(-c2nnc(SCC(=O)NC3CCCCC3C)n2N)cc1 (stereo not given)
-5 | CCc1ccccc1N1CC(c2nnc(NC(=O)c3ccco3)s2)CC1=O (stereo not given)
-2 | Cn1cc(Cl)nc(Oc2ccccc2C#N)c1=O
6 | CCc1ccc(OC(C)c2nc(-c3ccc(-n4cccc4)cc3)no2)cc1 (stereo not given)
-8 | COc1ccc(N2C(=O)C(OC(C)=O)C2c2ccc(C)cc2)cc1 (stereo not given)
-8 | O=C1NC(=S)N(c2cccc(Br)c2)C(=O)/C1=C/c1ccccc1O
-3 | CCN=C1SC(CC(=O)Nc2cccc(C(F)(F)F)c2)C(=O)N1CC (stereo not given)
-2 | CCN(CCCNC(=O)c1cc2cc3cc(C)ccc3nc2s1)c1cccc(C)c1
4 | COc1cc(C2C3=C(CCCC3=O)N=C(C)C2C(=O)OCCc2ccccc2)cc(Cl)c1O (stereo not given)
1 | CCCCc1ccc(-c2c3c(c(-c4ccccc4)n2-c2ccccc2N)C(=O)c2ccccc2C3=O)cc1
0 | CCc1cc2c(=O)[nH]c(SC)nc2s1
-1 | CSc1ccccc1C(=O)NCc1c(C)ncc2c1CCN(C(=O)c1cccc(C)c1C)C2
-3 | O=S(=O)(CN=C(c1ccccc1)n1c(=S)nc(-c2ccccc2)n(CS(=O)(=O)c2ccccc2)c1=S)c1ccccc1
-2 | CCOc1cc(/C=C2\SC(=Nc3ccc(F)cc3)N(c3ccc(F)cc3)C2=O)ccc1OCC(=O)O
-2 | N#CC1C(=N)Oc2cc(O)ccc2C1c1cccc2ccccc12 (stereo not given)
-7 | CCOc1ccccc1NC(=O)Cc1ccc(Br)cc1
5 | Cc1ccccc1OCC(=O)Nc1c(C(=O)Nc2ccccc2F)oc2ccccc12
-7 | Cc1cnc(CNC(=O)CCN2Cc3ccccc3OC(c3ccccc3F)C2)cn1 (stereo not given)
8 | CNC(=O)Cc1coc2c(C)c(C)ccc12
-5 | Cc1ccc2c(c1)-c1nc(-c3ccc4c(c3)NC(=O)CO4)cc(-c3ccccc3)c1CO2
0 | CSc1ccccc1NC(=O)C1CCN(Cc2ccccc2)CC1
-1 | CCOC(=O)c1cnc(N2CCN(c3ccccc3)CC2)nc1C
13 | c1ccc(OCc2nnc3sc(C4CCCCC4)nn23)cc1
-7 | CN(Cc1ccccc1)c1ncc2c(n1)CC(C)(C)CC2NS(C)(=O)=O (stereo not given)
-5 | CCOc1c(C(=O)c2cc(F)c(F)c(F)c2F)cnn1-c1nc2ccccc2o1
-3 | Cc1ccc(C2OCC3(CO2)SC(=O)NC3=O)cc1 (stereo not given)
-5 | Cc1ccc2oc(=O)c3cnn(CC(=O)N4CCN(c5cc(Cl)ccc5C)CC4)c3c2c1

Continued:
RBX1-CUL1 inh | Molecule
3 | COc1ccc(OC)c(C2C3=C(N=c4s/c(=C\C=C\c5ccccc5)c(=O)n42)c2ccccc2CC3)c1 (stereo not given)
8 | CC(=O)Nc1ccc(N=Cc2ccc(OC(=O)c3cccc4ccccc34)cc2)cc1
3 | COc1cc(/C=C2/C(=O)NN(c3ccc(I)cc3)C2=O)cc(Br)c1OC(C)=O
-4 | CCOc1ccccc1Nc1nc(-c2c(C)nc3sccn23)cs1
2 | O=C(N/N=C/c1cccn1-c1ccc([N+](=O)[O-])cc1)c1cccc(Br)c1
-6 | CCN1C(=O)CC(CC(=O)N(C)Cc2nc3c(s2)CCCC3)(c2cccc(C(F)(F)F)c2)C1=O (stereo not given)
-3 | Cc1c(NC(=O)c2ccccc2Br)cccc1-c1nc2ncccc2o1

Bioassay records from PubChem BioAssay.

The list is partial; rates above refer to the full screens.
